697 NFkB inh = lowers PMA/ionomycin-induced NF-kB signal in 697 B cells; 697 B-cell NF-kB luciferase reporter, 16 h; inhibition, % at 4 µM; hit rate 0.33% among 330,000; AID 435022; in the data active = inhibition above about 35%
Mdm2-MdmX inh = human Mdm2/MdmX binding inhibition; SaOS-2 split-luciferase Mdm2/MdmX complementation, luminescence; hit rate 3% among 330,000; AID 485346; inhibition, % at 8 µM; O15151+Q00987;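 active = inhibition of at least 50% at 8 µM in the primary screen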
Jurkat NFkB inh = inhibitors of the PMA/ionomycin-induced NF-kB reporter in Jurkat cells | inhibition, % at 4 µM | hit rate 0.53% among 330,000 | PMA/ionomycin-induced NF-kB luciferase reporter, luminescence; in the data active = inhibition above about 50%
UPR CHOP act = activators of apoptotic arm of unfolded protein response (CHOP) | CHO-CHOP luciferase reporter, UPR activation, luminescence; percent of tunicamycin response over DMSO baseline | activation, % at 10 µM | hit rate 0.34% among 330,000;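 active = at 10 µM dose, activation of 40% or more, normalized to positive control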;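 also: 100% = tunicamycin at 10 µg/mL and 0% = DMSO alone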
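System: CHO-CHOP luciferase reporter cell line; amount: 500 cells/well; buffer or medium: F12 medium containing 10% fetal bovine serum; incubation: 6 h compound exposure at 37 °C after overnight seeding; measured by: luciferase luminescence after 10 min with Steady-Glo reagent; evaluation: % reporter activation, DMSO baseline versus tunicamycin full activation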
tim23-1 inh = tim23-1 yeast growth inhibition; S. cerevisiae tim23-1 growth, BacTiter-Glo luminescence, 24 h; inhibition, % at 20 µM; hit rate 1.3% among 330,000;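 active = growth inhibition of the mutant yeast at or above 50%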;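 also: temperature-sensitive mutant grown at 25 °C; plate controls were DMSO-treated mutant yeast for no effect and medium wells lacking yeast for full effect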
UPR XBP1 act = adaptive UPR (XBP1) activation | hit rate 0.33% among 330,000 | AID 463104 | CHO-XBP1 luciferase reporter, IRE1-XBP1 UPR activation, luminescence; percent of tunicamycin response, DMSO as zero | activation, % at 20 µM;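 active = versus positive control, 20 µM dose yields 30% or more activation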;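 also: 100% = tunicamycin at 10 µg/mL and 0% = DMSO only wells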
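Material – CHO cell line with stable XBP1 luciferase reporter · Buffer or medium – F12 plus 10% FBS · Compound – single point, 20 µM final compound, 1% DMSO · Schedule – 16-18 h cell attachment at 37 °C, then 6 h compound exposure · Signal – Steady-Glo luminescence read · Benchmarks – high control tunicamycin 10 µg/mL final, low control DMSO vehicle only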
APJ antagonist = blocks the human apelin receptor APJ; CHO-K1 APJ beta-arrestin complementation, luminescence; inhibition, % at 20 µM; hit rate 0.32% among 330,000; AID 2521;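 active = inhibition above about 40% at 20 µM, limit read from the data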;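 also: cells challenged with 10 nM apelin-13 agonist together with compound; plate controls were apelin-13 plus DMSO wells for no effect and DMSO wells lacking apelin-13 for full effect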
Target sequence (P35414 whole entry, looked up): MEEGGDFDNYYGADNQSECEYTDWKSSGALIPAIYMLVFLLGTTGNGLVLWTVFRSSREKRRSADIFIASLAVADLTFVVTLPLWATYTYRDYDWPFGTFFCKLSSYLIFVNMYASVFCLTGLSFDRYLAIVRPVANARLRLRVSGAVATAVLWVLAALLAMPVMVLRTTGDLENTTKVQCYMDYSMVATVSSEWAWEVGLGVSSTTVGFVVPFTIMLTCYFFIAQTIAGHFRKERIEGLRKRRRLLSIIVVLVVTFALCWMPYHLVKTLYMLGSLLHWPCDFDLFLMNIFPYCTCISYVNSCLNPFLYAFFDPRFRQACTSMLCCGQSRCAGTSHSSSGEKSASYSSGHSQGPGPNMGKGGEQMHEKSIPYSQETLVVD
APJ agonist = agonists of human APJ apelin receptor; P35414; CHO-K1 APJ PathHunter beta-arrestin, luminescence; 0% DMSO wells, 100% apelin; activation, % at 20 µM; hit rate 0.11% among 330,000; AID 2520;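 active = activation more than six SD over the plate average, tested at 20 µM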;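 also: 0% = DMSO alone and 100% = apelin-13 at 10 nM; some results filed as inactive read as strong as hits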
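Material: engineered CHO-K1 APJ arrestin reporter cells; amount: 1000 CHO-K1 reporter cells seeded per well; incubation: compound stimulation 90 min at 25 °C, detection 60 min; signal: luminescent beta-gal fragment complementation, chemiluminescent substrate; read-out basis: APJ agonist activity; controls: DMSO-only wells as negative, 10 nM Apelin-13 as positive control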
* = called active by the depositor. Not a hit list; 5% or so of the library scored in one or more.

entry	mol	697 NFkB inh	Mdm2-MdmX inh	Jurkat NFkB inh	UPR CHOP act	tim23-1 inh	UPR XBP1 act	APJ antagonist	APJ agonist
1	COc1ccc(CNC(=O)C2CCN(S(=O)(=O)c3cccc4nsnc34)CC2)cc1	6.5	20.2	-3.1	-0.6	-7.2	-3.9	17.1	-3.4
2	CCOC(=O)CCCCNC(=O)Nc1ccccc1	-13.2	8.9	-1.6	-0.9	-6.0	-1.6	11.7	-1.6
3	O=C(O)c1cc(S(=O)(=O)Nc2cccc3ccccc23)c(Cl)cc1Cl	-17.6	30.3	5.2	0.8	26.3	-5.7	-27.8	3.1
4	C#CC[N+]1(CC#Cc2ccccc2)CCCCC1	4.0	11.2	-7.3	0.9	3.1	10.1	0.1	-1.0
5	O=C(CSc1nncn1-c1ccccc1)NC1CCCc2ccccc21 (configuration not stated)	8.6	-19.4	-9.5	-0.3	8.7	-0.8	-3.6	-1.2
6	Nc1nonc1-n1nnc(C(=O)N/N=C\c2ccncc2)c1CN1CCCCC1	-19.6	3.6	4.9	0.8	7.4	-2.3	-2.2	1.2
7	Cc1ccc(S(=O)(=O)N(C)/N=C/c2ccc(C(=O)O)cc2)cc1	4.0	-5.9	-17.9	-1.3	9.8	-1.3	5.9	-0.3
8	Cc1cc(C(=O)CSc2nc(N)cc(=O)[nH]2)c(C)n1CCc1ccc(Cl)cc1	15.4	21.4	24.1	-2.7	-1.6	-2.6	17.2	0.3
9	COc1ccc(OCC(=O)Nc2ccc3c(c2)nc(CN2CCN(C(C)=O)CC2)n3C)cc1	-2.2	9.3	0.7	0.2	-6.1	-0.8	9.1	-1.0
10	CCC(C)NS(=O)(=O)c1ccc(OCC(=O)N2CCC(C)CC2)cc1 (configuration not stated)	19.6	19.1	15.7	-0.7	-1.2	-0.4	12.5	1.4
11	CC(C)Oc1ccc(C(=O)Nc2cccc(S(=O)(=O)N3CCCC3)c2)cc1	-7.8	18.2	8.4	1.1	33.4	2.2	7.6	-2.7
12	O=C(OCC(=O)C12CC3CC(CC(C3)C1)C2)c1cnccn1	4.0	8.2	-4.1	0.5	9.8	0.6	4.0	-4.0
13	O=C(NC1CCC(O)CC1)c1cccnc1Sc1ccccc1Cl (configuration not stated)	6.4	17.0	-1.4	-0.9	-2.2	-2.4	-2.2	4.9
14	CCOC(=O)CNC(=O)C1CCCc2c1[nH]c1ccc(Cl)cc21 (configuration not stated)	11.8	12.3	13.1	1.1	21.3	1.1	-8.8	-2.5
15	COc1ccc(-c2oc3ccccc3c2C(=O)Oc2ccccc2)cc1	-7.9	25.4	4.6	4.1	6.4	-2.8	-5.6	-8.5
16	Cc1cccc(NC(=O)c2ccc3c(c2)CCN3S(C)(=O)=O)c1	-24.6	-23.9	-34.2	5.0	9.8	-2.4	-8.1	-0.6
17	CCC(c1n[nH]c(=S)n1-c1ccccc1)N(C)C (configuration not stated)	6.5	4.5	4.3	0.0	5.0	1.8	-7.8	-3.5
18	OC(CCN1CCOCC1)c1ccccc1 (configuration not stated)	16.1	-19.4	1.3	-2.3	-8.3	-3.9	-9.3	-1.3
19	COc1nc(N(C#N)CC(N)=O)nc(N2CCCC2)n1	8.3	17.2	4.2	-1.8	9.4	6.7	13.3	1.5
20	Cc1cccc(CNC(=O)c2ccc(NC(=O)C3=CSCCO3)cc2)c1	-11.7	-22.0	-1.5	2.7	43.1	-0.6	-1.0	1.8
21	Cc1n[nH]c(=O)c2c(NC(=O)COC(=O)c3cc(F)cc(F)c3)oc(C)c12	9.5	41.9	16.2	1.6	10.3	3.1	3.8	-2.6
22	Cc1ccc(C)c(NC(=O)CN(C)S(=O)(=O)c2ccc(F)cc2)c1	6.3	4.9	7.6	0.0	13.8	0.6	11.6	-3.1
23	COc1ccccc1C(OC(=O)c1ccco1)C(=O)NCc1ccc(F)cc1 (configuration not stated)	0.3	16.7	0.7	0.7	1.7	-7.0	5.2	-1.8
24	Clc1ccc(OCc2nnc(-c3ccccc3Br)o2)cc1	13.5	-1.7	-11.7	-0.8	30.1	1.9	8.1	-4.5
25	Cc1cc(C)n(CCc2nc(-c3ccc(C(C)(C)C)cc3)cs2)n1	-49.3	-34.3	28.5	1.2	41.7	-1.9	1.9	-0.8
26	CC(Oc1ccc(Cl)cc1)c1ccnn1S(=O)(=O)c1ccccc1 (configuration not stated)	-12.0	-3.5	0.7	2.7	2.1	-1.4	13.1	-6.0
27	O=C(c1cccc(Oc2ccc([N+](=O)[O-])cc2)c1)N1CCOCC1	20.3	2.7	13.5	2.8	-4.9	-5.7	-5.9	-2.5
28	Cc1ccccc1CNc1nnnn1C	-3.0	-7.4	4.0	2.2	8.3	-1.8	-2.9	-3.8
29	CN1CCN(CC(O)COC(c2ccc(Cl)cc2)c2ccc(Cl)cc2)CC1 (configuration not stated)	2.8	41.3	-21.0	2.1	-5.1	2.7	-13.8	0.0
30	CC1CN(C(=O)CSc2nnc(C3CCCCC3)n2N)CC(C)O1 (configuration not stated)	-1.8	10.1	-2.4	-1.3	6.5	-1.8	-11.1	-1.4

Exported with one line to a screen: part of the list above
27: O=C(c1cccc(Oc2ccc([N+](=O)[O-])cc2)c1)N1CCOCC1
23: COc1ccccc1C(OC(=O)c1ccco1)C(=O)NCc1ccc(F)cc1 (configuration not stated)

Screen / compound no. | 27 | 23
697 NFkB inh | 20.3 | 0.3
Mdm2-MdmX inh | 2.7 | 16.7
Jurkat NFkB inh | 13.5 | 0.7
UPR CHOP act | 2.8 | 0.7
tim23-1 inh | -4.9 | 1.7
UPR XBP1 act | -5.7 | -7.0
APJ antagonist | -5.9 | 5.2
APJ agonist | -2.5 | -1.8

The listing picks up, repeating the 6 entries before the break.
entry	mol	697 NFkB inh	Mdm2-MdmX inh	Jurkat NFkB inh	UPR CHOP act	tim23-1 inh	UPR XBP1 act	APJ antagonist	APJ agonist
25	Cc1cc(C)n(CCc2nc(-c3ccc(C(C)(C)C)cc3)cs2)n1	-49.3	-34.3	28.5	1.2	41.7	-1.9	1.9	-0.8
26	CC(Oc1ccc(Cl)cc1)c1ccnn1S(=O)(=O)c1ccccc1 (configuration not stated)	-12.0	-3.5	0.7	2.7	2.1	-1.4	13.1	-6.0
27	O=C(c1cccc(Oc2ccc([N+](=O)[O-])cc2)c1)N1CCOCC1	20.3	2.7	13.5	2.8	-4.9	-5.7	-5.9	-2.5
28	Cc1ccccc1CNc1nnnn1C	-3.0	-7.4	4.0	2.2	8.3	-1.8	-2.9	-3.8
29	CN1CCN(CC(O)COC(c2ccc(Cl)cc2)c2ccc(Cl)cc2)CC1 (configuration not stated)	2.8	41.3	-21.0	2.1	-5.1	2.7	-13.8	0.0
30	CC1CN(C(=O)CSc2nnc(C3CCCCC3)n2N)CC(C)O1 (configuration not stated)	-1.8	10.1	-2.4	-1.3	6.5	-1.8	-11.1	-1.4
31	O=C1CSCC(=O)N1Cc1ccc(Cl)c(Cl)c1	-15.4	4.8	-10.9	-0.3	15.2	-1.3	15.1	-3.5
32	CCOC(=O)C1(C)NC(c2cccs2)C2C(=O)N(c3ccc(C)cc3)C(=O)C21 (configuration not stated)	-4.5	-11.6	-9.4	-1.4	20.8	-2.8	1.7	-0.7
33	O=C(c1cccs1)N(c1ccc(F)cc1)C1C=CS(=O)(=O)C1 (configuration not stated)	-47.7	-1.3	-2.6	3.8	-1.1	0.6	5.7	1.6
34	COc1cc(NC(=O)c2cccnc2Sc2ccc(C)c(C)c2)cc(OC)c1OC	2.0	20.2	3.5	0.5	-0.4	-4.3	0.7	-2.4
35	O=C(Nc1ccc(C(=O)O)cc1)/C(=C\c1ccc([N+](=O)[O-])cc1)NC(=O)c1ccc(Br)cc1	18.5	21.1	-12.7	0.4	20.2	-2.4	-9.3	-1.5
36	Cc1ccc(C)c(CN2C(=O)c3ccccc3S(=O)c3ccc(C(=O)NCCCN4CCCC4)cc32)c1 (configuration not stated)	2.2	50.8*	4.4	0.0	7.5	1.1	6.4	-7.0
37	CC(=O)NC(Cc1ccccc1F)C(=O)NC1CCN(S(=O)(=O)c2ccccc2)CC1 (configuration not stated)	5.3	13.3	-8.6	-0.7	-3.0	-0.2	6.0	-1.1
38	O=C(N/N=C/c1ccc[nH]1)c1cc(-c2ccc(Cl)cc2)nc2ccccc12	3.6	34.5	-14.3	1.6	37.1	3.1	-0.4	-1.4
39	Cc1cc(Cl)ccc1OC(C)C(=O)Nc1ccc([N+](=O)[O-])cn1 (configuration not stated)	7.1	13.0	23.9	0.5	40.9	-4.8	-2.7	-2.7
40	CC(C)(O)[C@@H]1CC[C@@](C)(C2CC[C@]3(C)C2[C@H](O)CC2[C@@]4(C)CC[C@H](O)C(C)(C)C4[C@@H](O[C@H]4O[C@@H](CO)[C@H](O)[C@@H](O)[C@@H]4O[C@@H]4O[C@H](CO)[C@@H](O)[C@H](O)[C@H]4O)C[C@]23C)O1 (stereo in doubt)	-0.5	-14.2	11.8	-0.3	14.9	-2.2	14.7	0.5
41	CCC(=O)N1N=C(c2cccs2)CC1c1ccc(C)cc1 (configuration not stated)	-4.7	-12.0	-4.2	0.3	37.6	-0.1	-2.5	-0.2
42	CC1CCc2cc(F)cc3c(O)c(C(=O)NCc4ccco4)c(=O)n1c23 (configuration not stated)	19.8	40.4	7.3	-0.6	54.9*	-1.4	-5.5	2.5
43	O=C(COC(=O)C12CC3CC(CC(O)(C3)C1)C2)NC12CC3CC(CC(C3)C1)C2	2.8	14.7	-3.8	3.9	19.7	1.9	-3.7	-1.3
44	CCSc1nnc(NC(=O)[C@@H](NC(=O)c2ccccc2F)C(C)C)s1	8.7	-3.6	8.4	1.0	14.2	0.3	-1.4	-2.9
45	CCOC(=O)CC1=NN(c2ccccc2)C(=O)/C1=C\c1ccc(N(C)C)cc1	1.9	-2.0	3.6	-3.1	51.5*	-1.6	29.0	-3.1
46	CCC1CCC/C1=N\NC(=O)CCC(=O)Nc1ccccc1Cl (configuration not stated)	11.7	-8.2	-5.7	-0.7	21.1	-0.7	-4.7	-2.8
47	CCOC(=O)CC1CCCCN1C(=O)CCCn1nnnc1CN1CCC(C)CC1 (configuration not stated)	-36.1	32.3	-31.3	-0.2	23.5	-6.0	14.5	25.7
48	Cc1ccc(C)c(N2CCN(C(=O)CCCCn3c(=O)[nH]c4ccccc4c3=O)CC2)c1	-41.2	8.9	-7.7	-0.1	19.4	0.7	6.6	0.6
49	COc1ccc(OC)c(CNS(=O)(=O)c2c(C)nc3scc(C)n3c2=O)c1	2.9	14.9	-12.1	-1.9	0.7	-0.9	6.9	-4.8
50	O=c1c2ccccc2nc2n1CCC2O (configuration not stated)	9.3	8.0	-14.9	-2.9	-4.3	-0.5	-61.0	0.8
51	CC(C)(C)OC(=O)NCCc1nnc(SCc2ccc(Cl)cc2)o1	11.8	26.0	-6.0	-1.1	33.9	-0.1	6.7	-3.7
52	CCC(=O)c1ccc(OC(=O)C2CCN(C3=NS(=O)(=O)c4ccccc43)CC2)cc1	23.8	16.3	-6.2	-0.8	8.3	0.3	-5.1	-4.6
53	Cc1cccc(N(CC(=O)NCc2ccc(F)cc2)C(=O)c2csnn2)c1C	25.4	-1.7	-3.0	-0.5	14.7	-4.6	14.5	-2.2

Screens as filed in PubChem.
